# SR-BI DiI-HDL act = activators of SR-BI mediated DiI-HDL uptake, primary screen, ldlA[mSR-BI] CHO cells, DiI fluorescence | 3 h; 100 = double the neutral-control signal | actives 0.096% (n = 320,000) | activation, % at 12.5 µM;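 active = mean replicate activation of at least 60% and every replicate at or above 60%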;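 note: 0% = median plate neutral-control signal and 100% = twice that signal; values of inactives mirror those of a sister screen read the other way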
#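 Material – SR-BI-overexpressing, LDLR-lacking CHO cells · Medium – BSA-supplemented, HEPES-buffered Ham's F12, pH 7.4 · Doses – single concentration · Times – compound with DiI-HDL co-incubation, 3 h at 37 °C · Measured by – bottom-read fluorescence, 550/595 nm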
# Wnt act = Wnt/beta-catenin pathway activators, primary screen, cell-based, plate reader, single point; activation, % at 9.35 µM; Wnt/beta-catenin reporter cell assay, activator; AID 743398, 2014; actives 1.2% (n = 300,000); in the data active = activation above about 30%, passing the limit was not always enough;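 note: 0% = neutral control wells and 100% = positive control wells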
# MITF TRPM1 HTS = activators of MITF-driven TRPM1 promoter reporter, primary screen, cell-based, SK-MEL-5, luciferase, single point; SK-MEL-5 TRPM1-promoter luciferase, 24 h; % of positive control, neutral wells = 0; activation, % at 12.5 µM; actives 0.75% (n = 300,000); AID 588334, 2011;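 active = mean activation of at least 80% with every replicate also reaching 80%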;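 note: 0% = neutral control wells and 100% = parthenolide positive control wells; values of inactives mirror those of a sister screen read the other way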
# SR-BI DiI inh = inhibitors of SR-BI mediated HDL lipid uptake, primary screen, ldlA[mSR-BI] cells, fluorescence, single point | Scavenger receptor class B member 1 (Mus musculus), Q61009 | ldlA[mSR-BI] CHO cells, DiI-HDL uptake fluorescence, 3 h | inhibition, % at 12.5 µM | actives 0.96% (n = 320,000);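 active = mean replicate inhibition of at least 70% and a set share of replicates each scoring 70 or more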;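 note: 0% = median of neutral control wells and 100% = median of positive control wells; values of inactives mirror those of a sister screen read the other way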
# Target sequence (Q61009 whole entry, looked up): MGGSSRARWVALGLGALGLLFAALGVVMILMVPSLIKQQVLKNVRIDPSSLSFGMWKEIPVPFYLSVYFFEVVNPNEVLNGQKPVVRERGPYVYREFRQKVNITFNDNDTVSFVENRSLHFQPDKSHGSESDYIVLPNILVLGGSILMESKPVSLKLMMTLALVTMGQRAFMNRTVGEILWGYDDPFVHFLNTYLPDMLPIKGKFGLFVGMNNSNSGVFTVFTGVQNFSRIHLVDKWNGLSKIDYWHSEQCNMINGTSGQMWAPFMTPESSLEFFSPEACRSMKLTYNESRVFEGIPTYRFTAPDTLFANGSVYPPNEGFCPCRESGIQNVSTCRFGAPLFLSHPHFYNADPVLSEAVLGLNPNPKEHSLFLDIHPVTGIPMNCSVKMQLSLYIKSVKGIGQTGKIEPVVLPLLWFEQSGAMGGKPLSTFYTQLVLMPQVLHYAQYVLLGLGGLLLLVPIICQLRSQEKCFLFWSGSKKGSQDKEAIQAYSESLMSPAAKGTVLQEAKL
# AddAB inh = growth inhibition of E. coli expressing H. pylori AddAB, primary screen, AddAB inhibitor project, absorbance; inhibition, % at 11.9 µM; actives 0.29% (n = 330,000); AID 435030, 2010; in the data active = inhibition above about 12%;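 note: 0% = vehicle wells of infected cells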
# phage Ecoli inh = growth loss of phage-infected E. coli, primary screen, RecBCD inhibitor project, absorbance, with phage, HTS | AID 651602, 2012 | inhibition, % at 11.9 µM | actives 0.26% (n = 360,000); in the data active = inhibition above about 11%
# Tat export inh = E. coli Tat export inhibitors, primary screen, MC4100, TorA-mCherry reporter, fluorescence, single point. inhibition, % at 10 µM. actives 0.036% (n = 340,000). AID 488895, 2010;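 active = mean replicate inhibition at least 50% and at least half of replicates individually reaching 50%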;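 note: exported cargo escapes ClpAP degradation while cytoplasmic cargo is degraded and loses fluorescence; 0% = median of neutral control wells and 100% = median of NaSCN control wells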
# CAL PDZ FP-1 = untagged CAL PDZ binding inhibitors, primary screen, biochemical, fluorescence polarization, HTS. AID 602252, 2012. inhibition, % at 24.9 µM. Golgi-associated PDZ and coiled-coil motif-containing protein (Homo sapiens), Q9HD26. actives 0.92% (n = 300,000). purified CAL PDZ, TMR-peptide fluorescence polarization, 1 h;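 active = mean inhibition of at least 30% with at least half of replicates also reaching 30%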;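 note: 0% = DMSO neutral control and 100% = excess unlabeled competitor peptide PRC23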
# Ecoli viability = E. coli V3065 growth inhibition, primary screen, counter-screen for AddAB inhibitor project, absorbance, OD600. actives 0.27% (n = 330,000). 18 h. inhibition, % at 11.9 µM;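 active = inhibition above the campaign's mean inhibition across all tested compounds plus 3 SD, cut at about 9.9% in these data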;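 note: uninfected addAB+ strain grown without phage in ampicillin broth; 0% = DMSO wells and 100% = ciprofloxacin 0.95 µg/ml wells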
# CAL PDZ FP-2 = CAL PDZ peptide-binding inhibitors, primary screen, biochemical, fluorescence polarization, Cer-tagged CAL PDZ, HTS; Golgi-associated PDZ and coiled-coil motif-containing protein (Homo sapiens), Q9HD26; purified CAL PDZ, TMR-peptide fluorescence polarization, 1 h; inhibition, % at 20 µM; actives 0.02% (n = 330,000); AID 504414, 2011;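 active = highest replicate inhibition of at least 40%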;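 note: plate controls were DMSO neutral control wells for no effect and unlabeled competitor peptide control wells for full effect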
#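 material = purified tagged CAL PDZ domain construct (CerCALP) | compound dosing = 20 µM, one dose | times = 1 h at RT | measured by = fluorescence polarization from S- and P-plane intensities, G-factor corrected | read-out = inhibition from polarization loss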
# * hit, by the source's call; . = not tested or not shown; & = joins results of further samples.
nr	smiles	SR-BI DiI-HDL act	Wnt act	MITF TRPM1 HTS	SR-BI DiI inh	AddAB inh	phage Ecoli inh	Tat export inh	CAL PDZ FP-1	Ecoli viability	CAL PDZ FP-2
1	COc1ccc2cc(C(N)=O)/c(=N/NC(=O)c3ccco3)oc2c1	-11.9	.	11.8	11.9	1.8	1.9	3.2	-9.7	-0.3	-4.1
2	N#Cc1cc2c(nc1SCC(=O)Nc1sc3c(c1C#N)CCC3)CCC2	.	.	48.1	.	-0.1	0.6	19.1	-0.7	-0.3	-1.9
3	O=C(N/N=C/c1cn(CCOc2ccccc2)c2ccccc12)c1ccncc1	12.4	3.9	14.9	-12.4	1.5	3.3	9.8	-2.4	-0.9	-1.6
4	COc1cccc(NC(=O)CN(C)C(=O)c2ccc3[nH]c4c(c3c2)CC(C)CC4)c1 (centres undefined)	3.4	-3.3	5.2	-3.4	.	0.7	-0.1	-0.7	.	-2.1
5	O=C(COc1ccc(Cl)cc1Cl)NCC1(N2CCOCC2)CCCCC1	-53.0	1.9	-3.5	53.0	-0.8	5.2	-2.4	3.9	0.3	1.1
6	CC1CC(C)(C)Nc2ccc(OC(=O)c3ccco3)cc21 (centres undefined)	27.7	.	-31.7	-27.7	-0.2	0.1	0.9	-3.3	4.2	-0.2
7	CC1(C)C(/C=C/C=C/C=C/C=C2\N(CCCCS(=O)(=O)O)c3ccc4ccccc4c3C2(C)C)=[N+](CCCCS(=O)(=O)[O-])c2ccc3ccccc3c21	-26.7	.	-14.9	26.7	-8.4	.	-18.9	-8.8	-5.5	2.5
8	COc1cccc(NC(=O)CCCn2c(=O)[nH]c3ccccc3c2=O)c1	20.1	.	-9.1	-20.1	4.6	3.8	-3.7	-1.2	2.0	-0.5
9	COc1cccc(C2C(C#N)=C(N)N(N(C)C)C3=C2C(=O)CCC3)c1 (centres undefined)	6.3	-0.4	-10.6	-6.3	0.2	0.4	-13.1	11.7	1.0	-1.0
10	COC(=O)Nc1nnc(COc2ccccc2)s1	.	2.8	.	.	6.2	2.2	.	.	3.3	.
11	CCOC(=O)N1CCC(Nc2c(NCCCN(CC)Cc3ccccc3)c(=O)c2=O)CC1	-6.9&28.0	1.7&-0.9	-4.1&0.0	6.9&-28.0	3.4	-0.6&1.3	-5.7&-16.7	-3.9	1.6	-0.2&-0.8
12	CNc1ccc(/C=C/C(=O)c2cccc3ccccc23)cc1[N+](=O)[O-]	-27.8	0.2	8.3	27.8	3.1	3.9	1.8	-2.1	0.9	0.7
13	COc1ccc2c(c1)CC/C2=N\OC(=O)c1ccccc1OC	-22.3	0.4	58.0	22.3	-1.2	0.8	-1.0	-3.5	-4.4	-3.8
14	CCCCNC(=O)N1CCN(S(C)(=O)=O)CC1	12.6	-2.0	5.1	-12.6	0.5	5.3	5.8	-2.3	0.6	-1.1
15	Cc1cccc(OCc2ccc(C(=O)Nc3ccc(F)cc3)cc2)c1	-20.4	0.9	-12.7	20.4	1.6	4.5	17.4	1.4	-0.2	-0.7
16	COc1ccc(CCCN2CCC(CN3C(=S)NC[C@@H]3Cc3ccccc3)CC2)cc1OC	-4.8	-3.5	2.7	4.8	.	-0.7	-6.9	12.8	.	0.2
17	NC(=O)SCC(=O)Nc1ccc(Cl)cc1	-19.3	.	-3.7	19.3	2.6	-0.2	-1.6	-1.7	5.8	-0.6
18	CCOc1ccc(-c2nnc(SCC(=O)Nc3cc(C)on3)o2)cc1	2.1	2.2	-10.9	-2.1	-6.2	1.5	-1.5	2.6	-5.2	-1.1
19	O=C(COC(=O)CN1C(=O)NC2(CCCC2)C1=O)Nc1c(Cl)cccc1C(F)(F)F	19.9	-3.1	4.9	-19.9	3.9	4.3	1.1	-1.4	3.1	-0.8
20	O=C(NCCc1ccccc1)c1cccc(N2C(=O)C3CC=CCC3C2=O)c1 (centres undefined)	12.4	-0.3	-1.9	-12.4	4.3	0.6	0.2	3.1	1.7	-1.8
21	Cc1ccc(NC(=O)CN(C)C(=O)c2cn(Cc3ccccc3)nc2-c2cccnc2)cc1	-7.6	-1.6	-7.4	7.6	.	1.4	-8.7	-3.4	.	-1.9
22	COc1ccc(N=C/C=C2/C=C(c3ccccc3)OC(C)(C)O2)cc1	19.2	.	-12.3	-19.2	0.5	5.9	0.5	2.1	-0.2	-0.8
23	O=C(c1ccccc1Cl)N1CCN(S(=O)(=O)c2cccs2)CC1	14.3	-0.3	-0.1	-14.3	-1.8	0.0	4.9	-4.5	-0.4	-0.5
24	O=c1[nH]c(/C=C/c2ccc(Cl)cc2Cl)c([N+](=O)[O-])c(=O)[nH]1	7.3	0.7	.	-7.3	-1.9	-1.0	-22.8	6.4	-1.4	-3.6
25	O=C(c1ccccc1F)N1CCC(O)(c2cccnc2)CC1	2.3	.	-1.4	-2.3	1.3	-0.5	8.6	0.5	0.6	0.4
26	COCCNS(=O)(=O)c1cc(C)c(C)cc1C	22.9	-1.9	-16.7	-22.9	5.8	3.3	4.4	-3.9	3.0	-0.7
27	COc1ccc(NC(=O)CCC(=O)Nc2nnc(CC(C)C)s2)cc1Cl	15.1	1.6	2.6	-15.1	-1.2	3.5	-0.8	6.0	-2.9	-0.7
28	COc1ccc2cc(C(=O)NC3CCCCC3)c(=O)oc2c1	16.8	-0.5	65.2	-16.8	.	2.9	-0.9	-4.0	.	-0.9
29	Cc1cc2oc(=O)cc(CN3CCOCC3)c2cc1Cl	.	-0.7	-7.4	-13.3	3.5	3.4	2.6	-4.3	1.5	-1.7
30	CCN1C(=O)[C@H]2[C@H]3CN=C(SCC(=O)c4ccccc4)N3[C@@](C)(C(=O)OC)[C@H]2C1=O	-14.6	1.6	11.1	14.6	-1.1	2.4	-3.3	-1.8	0.4	0.2
31	O=C1CC2(CCN(C(=O)c3ccc(Br)cc3)CC2)Oc2ccccc21	-20.2	-3.7	-3.0	20.2	-2.2	-1.4	1.8	4.3	0.7	-2.2
32	N#C/C(=C/c1cccc([N+](=O)[O-])c1)c1nnc2n1CCCCC2	-14.1	.	-14.7	14.1	1.3	1.2	-4.1	-5.8	3.5	-2.7
33	COc1ccc(CC(=O)Oc2ccc(C#N)cc2)cc1	38.1	1.4	.	-38.1	3.8	1.0	-0.2	.	-0.5	-0.7
34	COc1ccc(CC(=O)NCC(=O)N/N=C/c2sccc2C)cc1	3.2	-2.1	-1.4	-3.2	-0.6	1.0	-1.1	-2.9	-0.2	-1.3
35	CC1(C)CC(=O)C(N=Nc2ccc(Br)cc2)=C(O)C1	.	70.4*	.	.	1.9	2.2	.	.	0.7	.
36	CCOc1ccccc1N(C(=O)CNC(=O)c1ccco1)C(C(=O)NC1CCCC1)c1ccncc1 (centres undefined)	.	-1.6	-3.5	.	9.2	-3.2	-5.2	.	3.5	-0.5
37	CN(C)S(=O)(=O)c1ccc(N2CCCC2)c(C(=O)NCC2CCCCC2)c1	-3.4	-0.6	6.3	3.4	4.3	0.5	-3.8	2.2	3.1	-2.4
38	CC(C)(C)c1ccc(S(=O)(=O)NCc2ccc(C(=O)N3CCOCC3)cc2)cc1	-11.6	.	10.8	11.6	-2.5	0.9	15.0	3.0	0.0	.
39	CC(=O)Nc1ccc(NC(=O)c2ccc(-c3ccccc3Cl)o2)cc1	-5.8	4.0	56.9	5.8	.	0.7	-3.1	-0.1	.	-3.5
40	CN1CCN(CCCNCc2cn(CCC#N)c3ccccc23)CC1	8.9	-2.6	0.0	-8.9	-2.7	-0.6	-1.7	-5.5	-0.2	.
41	O=C1CCSc2ccc(Cl)cc2N1Cc1cccc(Cl)c1	-6.6	.	-2.1	6.6	-0.1	2.5	1.6	-2.8	-0.7	-0.5
42	O=C(N/N=C/c1ccc(Br)s1)c1ccccn1	-0.1	.	71.1	0.1	9.8	1.2	-0.9	-1.1	1.2	-0.5
43	COc1ccccc1CNC(=O)COC(=O)c1ccc(C(=O)c2ccccc2)cc1	30.0	-6.0	8.4	-30.0	-1.1	3.6	-8.9	-5.3	-1.2	-0.5
44	CCN(CC)S(=O)(=O)c1ccc(N2CC(C(=O)Nc3cccc(C(=O)NC4CC4)c3)CC2=O)cc1 (centres undefined)	-21.4	16.7	4.8	21.4	.	2.0	10.7	-2.6	.	-0.1
45	COc1cc2cc(C(=O)N(C)C3CCS(=O)(=O)C3)[nH]c2cc1OC (centres undefined)	.	-2.5	-0.3	-30.0	2.4	3.5	4.1	-1.8	-0.5	-2.3
46	Cc1ccc(NC(=O)CCN2C(=O)c3cccc([N+](=O)[O-])c3C2=O)c(Br)c1	-2.3	0.9	-3.5	2.3	0.8	0.2	-3.9	-4.4	0.0	-0.4
47	COc1cccc(-c2ccc3nnc(SCC(=O)N4CCOCC4)n3n2)c1	15.4	0.1	2.5	-15.4	-0.2	2.4	-0.3	0.2	2.0	-1.1
48	CCC(C)N(C(=O)COC(=O)c1ccc(=O)n(Cc2ccccc2)n1)C1CCS(=O)(=O)C1 (centres undefined)	30.8	-0.2	-3.2	-30.8	-3.2	0.8	-4.4	-22.7	-4.5	-2.2
49	O=C(CC1SC(=O)N(Cc2cccc3ccccc23)C1=O)Nc1nccs1 (centres undefined)	-19.5	6.8	9.5	19.5	2.5	3.3	0.2	0.8	0.1	-5.3
50	Cc1nn(Cc2ccc(F)cc2)c(C)c1NC(=O)c1cc2ncc(Br)cn2n1	.	-3.5	-2.2	.	0.7	2.5	-0.8	2.8	0.3	-0.5
51	Cc1ccc(C(C)NC(=S)NCc2ccc(F)cc2)c(C)c1 (centres undefined)	0.3	-0.8	-9.6	-0.3	0.9	2.5	2.0	-1.3	2.4	-2.0
52	COc1cccc(N2CCN(S(=O)(=O)c3cccc4nsnc34)CC2)c1	14.7	1.1	0.2	-14.7	3.3	1.8	4.4	-13.1	1.4	-1.7
53	Cc1c(C=O)c2ccccn2c1C(=O)c1ccncc1	12.1	-3.9	4.5	-12.1	0.3	-2.0	-5.3	1.0	0.1	-0.3
54	C#CCCOC(=O)Nc1ccccc1	11.0	0.2	-9.5	-11.0	-0.7	-1.4	5.2	-3.2	1.8	-0.2

# An excerpt of these results, in transposed form:
50) Cc1nn(Cc2ccc(F)cc2)c(C)c1NC(=O)c1cc2ncc(Br)cn2n1
52) COc1cccc(N2CCN(S(=O)(=O)c3cccc4nsnc34)CC2)c1
assay / entry | 50 | 52
SR-BI DiI-HDL act | . | 14.7
Wnt act | -3.5 | 1.1
MITF TRPM1 HTS | -2.2 | 0.2
SR-BI DiI inh | . | -14.7
AddAB inh | 0.7 | 3.3
phage Ecoli inh | 2.5 | 1.8
Tat export inh | -0.8 | 4.4
CAL PDZ FP-1 | 2.8 | -13.1
Ecoli viability | 0.3 | 1.4
CAL PDZ FP-2 | -0.5 | -1.7
